# PLK1 PBD block = blocks phosphopeptide binding to human PLK1 polo-box domain | Plk1 PBD binding of FITC phosphopeptide, fluorescence polarization | Potency, µM, inactives show max response, negative = inhibition, most hits filed as inhibitors | actives 2.8% (n = 360,000) | AID 720504; further: potency means the concentration at half of the fitted maximal effect; series mostly up to about 57 µM; on the % scale 0 is the no-effect control and ±100 the full control effect; nearly all actives have a fitted effect of over 65% in size
# EPAC1 antagonist = antagonists of human EPAC1; O95398; EPAC1 GEF assay, Rap1b-BODIPY-GDP exchange fluorescence; Potency, µM (highest dose often 115 µM), for the others: top-dose activity change, negative = inhibition, usual class: inhibitors; actives 0.14% (n = 360,000); AID 720709;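 further: potency means the concentration at half of the fitted maximal effect; plate controls were vehicle for no effect and positive control for full effect; nearly all actives have a fitted effect of over 50% in size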
# WRN helicase inh = blocks human WRN helicase; WRN helicase unwinding, fluorescent forked duplex, kinetic; Potency, µM (top dose mostly 114 µM), inactives show at the highest dose activity change, negative = inhibition, most hits filed as inhibitors; actives 0.46% (n = 360,000); Q14191; further: potency means the concentration at half of the fitted maximal effect; on the % scale 0 is the no-effect control and ±100 the full control effect; nearly all actives have a fitted effect of over 55% in size
#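 Kinetic red-fluorescence monitoring (525/598 nm) tracks WRN helicase activity after 100 nM fluorophore-quencher forked duplex and 2 mM ATP are added to 20 nM enzyme pretreated 15 min at room temperature with compound.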
# EPAC2 antag = antagonists of human EPAC2; AID 720708; EPAC2 GEF exchange of Rap1B-BODIPY-GDP, fluorescence; Q8WZA2; actives 0.18% (n = 360,000); Potency, µM (titrated, usually from 114 µM), for the others: at the highest dose activity, negative = inhibition, most hits filed as inhibitors; further: potency means the concentration at half of the fitted maximal effect; on the % scale 0 is the no-effect control and ±100 the full control effect; nearly all actives have a fitted effect of over 45% in size; many of its hits are not listed in these tables
# Target sequence (Q8WZA2 whole entry, looked up): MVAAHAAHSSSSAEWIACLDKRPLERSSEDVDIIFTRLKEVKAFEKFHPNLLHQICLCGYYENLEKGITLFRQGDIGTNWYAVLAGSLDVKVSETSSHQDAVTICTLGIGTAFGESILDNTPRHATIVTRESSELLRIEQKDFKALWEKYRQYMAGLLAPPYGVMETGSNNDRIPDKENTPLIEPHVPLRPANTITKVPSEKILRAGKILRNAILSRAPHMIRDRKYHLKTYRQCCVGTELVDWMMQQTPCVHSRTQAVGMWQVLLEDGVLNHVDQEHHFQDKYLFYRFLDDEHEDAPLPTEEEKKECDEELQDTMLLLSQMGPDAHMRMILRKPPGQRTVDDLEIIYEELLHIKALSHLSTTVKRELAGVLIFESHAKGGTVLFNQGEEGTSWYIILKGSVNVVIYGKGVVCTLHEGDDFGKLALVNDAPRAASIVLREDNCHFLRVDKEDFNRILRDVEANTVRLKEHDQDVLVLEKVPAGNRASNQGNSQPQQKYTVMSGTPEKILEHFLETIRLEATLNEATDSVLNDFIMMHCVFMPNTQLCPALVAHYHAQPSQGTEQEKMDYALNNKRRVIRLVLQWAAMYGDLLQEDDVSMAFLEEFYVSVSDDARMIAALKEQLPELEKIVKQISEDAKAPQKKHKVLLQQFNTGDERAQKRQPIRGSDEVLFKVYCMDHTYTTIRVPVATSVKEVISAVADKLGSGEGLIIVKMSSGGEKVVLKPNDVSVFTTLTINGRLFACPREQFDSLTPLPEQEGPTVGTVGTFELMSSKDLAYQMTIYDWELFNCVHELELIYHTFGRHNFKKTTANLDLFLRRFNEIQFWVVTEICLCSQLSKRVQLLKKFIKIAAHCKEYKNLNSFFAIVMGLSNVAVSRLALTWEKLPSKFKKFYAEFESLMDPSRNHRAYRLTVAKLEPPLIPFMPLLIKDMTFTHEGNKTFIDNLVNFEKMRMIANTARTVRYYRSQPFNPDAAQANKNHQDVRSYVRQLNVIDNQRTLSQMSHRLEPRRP
# PI5P4K alpha inh = blocks human PI5P4K alpha kinase activity. actives 1.2% (n = 330,000). P48426. max response, %. PI5P4Kalpha enzyme, ADP-Glo luminescence, 60 min; active compounds read low; active means max response of -50% or lower; inconclusive means between -30% and -50%; inactive means -30% or higher; further: value at the top dose of about 77 µM; on the % scale 0 is the no-effect control and ±100 the full control effect
#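 Luminescence from ADP-Glo served as readout of PI5P4Kalpha activity in a qHTS format. Reaction: enzyme, substrate, compound, ATP at 5 microM final, 60 min at RT.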
# Mm-Cpn inhibitor = M. maripaludis TRiC chaperonin inhibition; AID 504842; Potency, µM (series often up to 76.9 µM), for the others: at the highest dose activity, negative = inhibition, most hits filed as inhibitors; purified Mm-Cpn ATPase, ADP Transcreener TR-FRET; actives 0.031% (n = 330,000); further: potency means the concentration at half of the fitted maximal effect; on the % scale 0 is the no-effect control and ±100 the full control effect; nearly all actives have a fitted effect of over 80% in size
#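 Purified archaeal Mm-CPN (25nM final) preincubated 10 min at 37degC with compound, then 10uM ATP for 30 min at 37degC; ADP measured by HTRF Transcreener TR-FRET; buffer 30 mM TRIS pH 7.4, 100mM KCl, 5mM MgCl2, 1mM DTT.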
# CCT chaperon mod = modulators of cytosolic chaperonin (CCT/TRiC) activity; purified chaperonin ATPase assay, HTRF ADP detection, 30 min; activity change, % (no concentration beside the values), hits read low; actives 0.3% (n = 360,000); AID 651819; in the data active means activity change below about -30%; further: on the % scale 0 is the no-effect control and ±100 the full control effect
#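 Enzyme 40 or 20 nM (batch-dependent) in Tris pH 7.4/KCl/MgCl2/DTT; cpd 76 uM single point; ATP 10 uM; 30 min 37 °C; Transcreener ADP HTRF detection, 30 min RT; ratio 665/615.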
# EPAC1 ag = agonists of human EPAC1. O95398. EPAC1 agonist qHTS, biochemical assay; response scale: 100% = response to 6.5 mM cAMP. Potency, µM (doses to about 154 µM), without a hit: top-dose activation, most hits filed as activators. actives 0.073% (n = 360,000). AID 720707; further: potency means the concentration at half of the fitted maximal effect; nearly all actives have a fitted effect of over 60% in size
#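 Compounds were pinned as a concentration titration into mixtures of EPAC1 (100 nM), BODIPY-GDP-loaded Rap1B (250 nM) and GDP (50 uM). After 5 min at room temperature, fluorescence was followed for 30 min; activity was scaled to 6.5 mM cAMP.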
# The depositor's hits bear a star; ? = inconclusive; . = not tested or not shown; [ ] = another dose, or the depositor's remark. Unless noted, the call rests on the fitted dose curve; in most records, active means well fitted curve in the direction sought with a large enough effect; inconclusive means small, poorly fitted or top-dose-only effect, or another doubt; inactive means no such curve, though single readings can be large; an effect the other way counts as inactive or inconclusive. This is a subset; the hit share may differ from the screen's.
SMILES,PLK1 PBD block,EPAC1 antagonist,WRN helicase inh,EPAC2 antag,PI5P4K alpha inh,Mm-Cpn inhibitor,CCT chaperon mod,EPAC1 ag
CCCCNc1ccccc1C(=O)OCC(=O)Nc1ccc(S(N)(=O)=O)cc1,-5%,2%,17%,7%[57.1 µM],0,2%,0.7,-4%
Cc1ccc(NC(=O)C2CCCN2S(=O)(=O)c2cccc3cccnc23)c(C)c1 (centres undefined),-3%,-8%,-8%,-11%,-1,-1%,0.3,5%
CCn1c(SCc2ccccc2)nnc1C1CCN(S(=O)(=O)c2ccc(OC)cc2)CC1,1%,-5%,-8%,-5%,-3,-11%,1.2,0%
COC(=O)c1ccc(Cl)cc1N(Cc1c(F)cccc1Cl)S(C)(=O)=O,-3%,-24%,-12%,-29%,1,-2%,2.8,6%
Cc1ccc(NS(=O)(=O)c2ccc3c(c2)oc(=O)n3C)c(C)c1,-22%,-13%,-7%,1%,5,2%,2.3,-1%
O=C(COC(=O)CNC(=O)c1ccccc1F)Nc1nnc(-c2ccccc2)o1,4%,-17%,-3%,0%,0,1%,-0.6,1%
Cc1ccc(-c2cnc(SCC(=O)N3CCCc4ccccc43)n2C)cc1,1%,-11%,-12%,-6%,.,-1%,-3.3,14%
CCCn1nc2ccccc2c1P(=N)(N1CCOCC1)N1CCOCC1,4%,6%,-1%,0%,.,-2%,0.2,1%
Cc1cc(C(=O)CSc2nnc(-c3cccnc3)n2-c2ccccc2F)c(C)n1CC1CCCO1 (centres undefined),-1%,13%,-5%,7%[57.1 µM],-2,1%,-1.7,-1%
CCOc1cccc(C(=O)Nc2ccccc2C(=O)N2CCOCC2)c1,3%,5%,-7%,10%,-15,-1%,1.1,0%

# Given with values ahead of the structure: 2 of the compounds above.
PLK1 PBD block	EPAC1 antagonist	WRN helicase inh	EPAC2 antag	PI5P4K alpha inh	Mm-Cpn inhibitor	CCT chaperon mod	EPAC1 ag	structure
4%	6%	-1%	0%	.	-2%	0.2	1%	CCCn1nc2ccccc2c1P(=N)(N1CCOCC1)N1CCOCC1
1%	-11%	-12%	-6%	.	-1%	-3.3	14%	Cc1ccc(-c2cnc(SCC(=O)N3CCCc4ccccc43)n2C)cc1

# Additional entries:
SMILES,PLK1 PBD block,EPAC1 antagonist,WRN helicase inh,EPAC2 antag,PI5P4K alpha inh,Mm-Cpn inhibitor,CCT chaperon mod,EPAC1 ag
O=C1NCCN(Cc2c(F)cccc2Cl)C1CC(=O)N1CCCO1 (centres undefined),-9%,-4%,-10%,-4%,-2,0%,1.5,7%
COc1ccc(NC(=O)CCNS(=O)(=O)c2ccc3c(c2)c(=O)n(C)c(=O)n3C)c(OC)c1,-10%,-26%,-6%,2%,1,-1%,-0.8,2%
CCOC(=O)N1CCN(Cc2nc3cc(NC(=O)C(C)C)ccc3n2C)CC1,4%,-12%,5%,3%,-3,1%,-1.6,-3%
CSCc1cc(N2CCOCC2)nc(SCc2ccc(Cl)cc2Cl)n1,-2%,-26%,-6%,-15%,7,-17%,-3.5,7%
CCOc1ccc2nc(NC(=O)CC3Oc4ccccc4NC3=O)sc2c1 (centres undefined),-3%,-4%,-3%,6%,0,0%,-2.0,-2%
CCCCN1C(=O)c2ccc(C(=O)OCC(=O)NCCc3ccc(S(N)(=O)=O)cc3)cc2C1=O,9%,-3%,-31%,-4%,-19,-1%,0.2,11%
Cn1ncc(Br)c1C(=O)N1CCOCC1,-4%,3%,-6%,3%,-6,-2%,0.4,8%
F[B-](F)(F)c1cncc2ccccc12,-23%,-2%,2%,23%,0,.,-0.7,-8%
Cc1cccc(NC(=O)c2ccc(F)c(S(=O)(=O)NCc3ccco3)c2)c1,-15%,0%,-2%,-3%,-1,0%,-1.2,-4%
Cc1ccc(NC(=O)NCc2ccc3c(c2)OCO3)cc1C,-3%,5%,-4%,1%,0,0%,-2.1,-1%
COc1ccc(CCC(=O)Nc2ccc(Cn3ccnc3)cc2)cc1,6%,-5%,1%,1%,7,1%,0.3,24%
O=c1nc(/C=C/c2cc([N+](=O)[O-])ccc2Cl)cc(C(F)(F)F)[nH]1,-27%,0%,-26%[57.1 µM],?,-9,-2%,0.9,-9%
COc1ccc(C(=O)O)cc1S(=O)(=O)NC(C)C12CC3CC(CC(C3)C1)C2 (centres undefined),1%,-19%,-19%,-2%,2,0%,-4.2,8%
CCOc1ccc(-c2nnc(SCC(=O)N3CCNC3=O)o2)cc1,2%,-4%,2%,0%,2,0%,0.1,-8%
Cc1ccc(CSCC(=O)N/N=C/c2sccc2C)cc1,-5%,1%,-5%,-2%,11,-2%,-3.0,-1%
COc1ccccc1-n1nnnc1SCC(=O)NCC1CCCO1 (centres undefined),2%,14%,9%,9%,1,0%,-1.6,0%
C[C@@]12C(=O)N(CC3CCCO3)CC(=O)N1[C@@H]1c3ccccc3OC[C@@H]1[C@@H]2c1ccccc1 (some centres undefined),1%,-4%,-4%,19%,-3,.,-1.3,5%
Cc1ccc(C(=O)/C=C/Nc2ccccc2C(N)=O)o1,-10%,11%,-11%,8%,.,.,0.3,-2%
CCOC(=O)C1(CCCc2ccccc2)CCN(S(=O)(=O)N(C)C)CC1,-11%,-9%,7%,-13%,11,1%,-1.7,8%
O=C(NC(CC(=O)N1CCCC(C(F)(F)F)C1)c1ccccc1)c1ccccc1Cl (centres undefined),4%,15%,5%,3%,1,-1%,-10,-2%
CCCCc1nc2sc3c(=O)[nH]c(=S)[nH]c3c2c2c1CCC2,-19%,-13%,-15%,2%,-3,.,-1.6,-4%
COc1ccc(C(C(=O)NCC2CCCO2)N(C(=O)CNC(=O)c2cccs2)c2ccc(C(C)=O)cc2)cc1OC (centres undefined),-6%,5%,-1%,0%,0,0%,0.7,6%
COc1ccc(S(=O)(=O)NC2CC(=O)N(c3ccccc3)C2)cc1C (centres undefined),-1%,7%,6%,7%,21,0%,0.1,-4%
CC(=O)c1cc(-c2ccccc2)n(CCC(=O)NC(C)(C)C)c1C,-10%,13%,-4%,4%,1,-4%,1.4,-9%
COc1ccc([N+](=O)[O-])cc1NC(=O)C(C)Sc1nc(-c2ccccc2)cs1 (centres undefined),-15%,?,-5%,-3%,-6,1%,-0.1,3%
COc1ccc(NC(=O)/C(C#N)=C/c2ccc(OCc3ccccc3F)cc2)cc1,?,0%,-4%,2%,-4,2%,2.6,7%
O=C(COC(=O)c1ccc(F)cc1)NCC1COc2ccccc2O1 (centres undefined),0%,-15%,8%,15%,0,2%,-0.2,-4%
CCOC(=O)C1=C[C@@H](c2ccccc2)N(S(=O)(=O)c2ccc(C)cc2)[C@H]1c1ccc(F)cc1,-5%,?,-12%,-14%,13,.,1.8,-4%
Cc1ccc(C)c(Cn2c(C(C)O)nc3ccccc32)c1 (centres undefined),-7%,-9%,-8%,2%,-2,2%,-0.8,6%
Cc1cc(C)nc(N/N=C/c2cc(Br)ccc2O)n1,-8%,6%,1%,1%,-9,-3%,1.4,4%
CCOC(=O)[C@]12CCCC=C1N(Cc1ccc(Cl)cc1Cl)C(=O)[C@H](CC(=O)N1CCN(C(=O)c3ccco3)CC1)C2,4%,-16%,0%,-10%,10,.,1.0,3%
C=CCN1C(=O)NC2(CCCCC2)C1=O,1%,11%,9%,14%,5,-1%,1.1,-11%
COc1ccccc1N1C(=O)CC(N(O)c2ccccc2)C1=O (centres undefined),-5%,5%,-1%,-4%,0,-3%,-0.7,8%
C/C(=N\NC(=O)C1CC1c1ccccc1)c1cccs1 (centres undefined),-4%,-9%,-10%,-5%,.,-1%,-5.6,3%
CCSc1nc2c(c(=O)n1-c1ccc(F)cc1)SCC2,-1%,1%,1%[57.1 µM],-1%,.,4%,0.1,5%
COc1ccc(NC(=O)c2cnc(NS(=O)(=O)c3ccccc3)nc2)cc1,1%,5%,0%[57.1 µM],15%,-3,1%,-1.6,17%
COc1ccc(C(=O)NCC(c2cccs2)N2CCOCC2)cc1OC (centres undefined),-9%,1%,4%,7%,-6,3%,-2.2,3%
COc1ccc(C(CC(=O)O)NC(=O)C2CCCCC2)cc1 (centres undefined),-10%,8%,6%,1%[57.1 µM],-2,-1%,-2.3,-1%
CCOC(=O)C1CCN(C(=O)C2CCCCC2)CC1,-4%,0%,12%,5%,3,1%,-0.4,4%
COC(=O)[C@H](CO)NS(=O)(=O)c1ccc(C)cc1,-1%,4%,0%,-15%,-2,1%,1.0,-5%
Cc1ccccc1C(=O)Nc1ccc(C(=O)N/N=C/c2ccccn2)cc1,-11%,14%,7%,-1%,-1,-2%,-2.0,9%
O=C(COc1ccccc1)NCCc1cn2ccsc2n1,-25%,-5%,0%,1%,-8,-1%,-1.5,-11%
COC(=O)c1ccc(CN2CCN(CCc3ccccc3)C(CCO)C2)cc1 (centres undefined),-11%,1%,-4%,0%,-1,3%,1.6,8%
Cc1cccc(-n2ncc3c(NNC(=O)c4ccco4)ncnc32)c1,1%,9%,0%,2%,1,-1%,-0.1,1%
CCN(CC)C(=O)c1ccccc1NC(=O)c1ccccc1SC,-2%,6%,-1%[57.1 µM],5%,3,3%,-0.5,7%
CC(=O)N/C(=C/c1ccc(OC(F)F)cc1)C(=O)O,2%,7%,7%,12%,-8,-4%,-7.6,-3%
Cc1occc1C(=O)NNC(=S)NCC(C)C,1%,12%,1%,1%,.,0%,1.0,8%
Cc1cc(C)n(-c2c(F)c(F)c(CN3CCOCC3)c(F)c2F)n1,-17%,-26%,1%,-6%[57.1 µM],2,0%,-8.7,0%
Cc1cccc(CN(C)C[C@H]2OCc3cnnn3CCCC(=O)N([C@@H](C)CO)C[C@@H]2C)c1,-9%,3%,-1%,5%,1,.,-0.1,13%
COc1ccc(C(C(=O)NCc2ccccc2)N(Cc2cccnc2)C(=O)c2snc(C(N)=O)c2N)cc1OC (centres undefined),-10%,?,4%,-8%,0,5%,-0.2,2%
C=CCn1c(SCC(=O)N2CCc3ccccc3C2)nnc1-c1ccncc1,-13%,-10%,-3%,-6%,-4,1%,0.0,6%
CCN(CC)CCCNc1oc(-c2cccc(Cl)c2)nc1C#N,-3%,12%,-2%,2%,.,-1%,-4.9,-8%
CN(C(=O)COC(=O)c1cccc(S(=O)(=O)N2CCOCC2)c1)C1CCS(=O)(=O)C1 (centres undefined),-4%,9%,3%,-11%,11,3%,-2.6,15%

# 2 compounds drawn at random from those above:
SMILES,PLK1 PBD block,EPAC1 antagonist,WRN helicase inh,EPAC2 antag,PI5P4K alpha inh,Mm-Cpn inhibitor,CCT chaperon mod,EPAC1 ag
Cc1ccc(NC(=O)NCc2ccc3c(c2)OCO3)cc1C,-3%,5%,-4%,1%,0,0%,-2.1,-1%
COc1ccc(C(=O)NCC(c2cccs2)N2CCOCC2)cc1OC (centres undefined),-9%,1%,4%,7%,-6,3%,-2.2,3%

# Screening data deposited in PubChem by National Center for Advancing Translational Sciences (NCATS).
